hiPSC survival = enhancers of single-cell hiPSC survival, primary screen, ATPlite luminescence. 100% = ROCK inhibitor wells, 0% = DMSO. survival enhancement, % at 20 µM. actives 0.044% (n = 360,000); in the data active = survival enhancement above about 18%;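 note: cells exposed to compounds for 16 hours before the ATP read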
CF NFkB block = inhibitors of PAF-induced NF-kB signaling, primary screen, cell-based, GFP fluorescence, uHTS. AID 588850, 2011. inhibition, % at 5 µM. KKLEB NF-kB-GFP reporter, GFP fluorescence overnight. actives 0.86% (n = 360,000);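 active = at least 50% inhibition at 5 µM, scaled per plate between neutral and stimulator controls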;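 note: PAF is a Pseudomonas aeruginosa culture filtrate used as stimulus; plate controls were PAF-stimulated DMSO wells for no effect and unstimulated DMSO wells for full effect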
EBV LMP1 NFkB = EBV LMP1-driven NF-kappaB luciferase reporter inhibitors, primary screen, cell-based, luminescence, single point | LMP1-induced NF-kappaB luciferase reporter cells | inhibition, % at 12.5 µM | actives 0.69% (n = 350,000) | AID 504558, 2011; in the data active = inhibition above about 41%;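 note: 0% = neutral control wells and 100% = reference inhibitor control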
TRPM1 prom inh = inhibitors of MITF-dependent TRPM1 promoter reporter, primary screen, cell-based, SK-MEL-5, single point, luciferase | SK-MEL-5 TRPM1 promoter luciferase, 24 h | inhibition, % at 12.5 µM | actives 0.83% (n = 330,000) | AID 488899, 2010;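 active = mean inhibition across replicates of 60% or more, whatever share of single replicates reaches that level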; note: values of inactives mirror those of a sister screen read the other way
Shn3 inh set2 = reduction of Shn3 3'UTR firefly luciferase signal, primary screen, Schnurri-3 inhibitor project, cell-based, Clone20 osteoblasts, set 2 | Clone20 osteoblast Shn3 3'UTR firefly luciferase, 24 h | inhibition, % at 12.5 µM | actives 0.52% (n = 360,000) | AID 588674, 2011;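 active = mean inhibition of at least 75% with every replicate also reaching 75%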;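 note: 0% = median of neutral control wells and 100% = pilot-screen positive control compound; some compounds past the cut are filed as inactive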
C8 TRAIL sens = viability loss with TRAIL in NB7+C8 cells, primary screen, TRAIL sensitizer project, cell-based, ATPlite luminescence; inhibition (viability loss, TRAIL sensitization), % at 10 µM; actives 1% (n = 360,000);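 active = compounds causing at least 50% loss of cell viability in the single-dose screen, relative to plate controls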
NR2E3 ag-1 = inhibitors of NR2E3-RetCOR corepressor binding, primary screen, NR2E3 agonist project, biochemical, TR-FRET, GST-NR2E3, biotin-RetCOR; inhibition of corepressor binding, % at 4.78 µM; AID 2300, 2010; Photoreceptor-specific nuclear receptor (Homo sapiens), Q9Y5X4; actives 0.12% (n = 320,000); 1536-well;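 active = percent inhibition above the cutoff of mean plus 3 SD of all tested compounds, set per screening campaign, cut at about 20% in these data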;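 note: 0% = DMSO wells and 100% = biotin wells as full block of FRET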
Target sequence (Q9Y5X4 whole entry, looked up): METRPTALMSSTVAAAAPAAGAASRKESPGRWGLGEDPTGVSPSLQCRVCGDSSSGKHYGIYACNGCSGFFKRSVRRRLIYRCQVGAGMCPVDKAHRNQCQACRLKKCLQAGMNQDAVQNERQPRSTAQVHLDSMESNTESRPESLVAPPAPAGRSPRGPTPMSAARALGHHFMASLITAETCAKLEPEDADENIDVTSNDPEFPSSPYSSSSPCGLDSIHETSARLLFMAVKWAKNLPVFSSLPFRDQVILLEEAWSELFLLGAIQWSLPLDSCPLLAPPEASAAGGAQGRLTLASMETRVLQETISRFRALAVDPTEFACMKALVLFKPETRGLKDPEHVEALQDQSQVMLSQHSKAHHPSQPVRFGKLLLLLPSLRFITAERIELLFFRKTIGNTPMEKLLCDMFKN
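Material – GST-tagged NR2E3 plus biotinylated RetCOR corepressor · Quantity – NR2E3 fusion 1.35 nM · Times – 5 h incubation at 4 °C · Medium – pH 7.5 Tris-based buffer · Technique – TR-FRET, Eu(K)-anti-GST donor, streptavidin-D2 acceptor, ex 340, em 617/671 nm · Benchmarks – high control biotin, low control 0.6% DMSO · Format – 1536-well plates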
Peg3 promoter = Peg3 promoter-driven luciferase inhibitors, primary screen, cell-based, HeLa, luciferase luminescence; HeLa PEG-Prom luciferase reporter, overnight; inhibition, % at 20 µM; actives 1.7% (n = 360,000);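 active = inhibition of at least 50% at 20 µM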
NR2E3 ag-2 = NR2E3 agonists in two-hybrid cells, primary screen, cell-based, luminescence, CHO-S, Gal4-NCOR/VP16-NR2E3. Photoreceptor-specific nuclear receptor (Homo sapiens), Q9Y5X4. luciferase. inhibition of corepressor binding, % at 3.98 µM. actives 0.35% (n = 360,000). AID 602229, 2012;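 active = inhibition above the mean of all tested compounds plus 3 SD, cut at about 70% in these data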;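 note: 0% = DMSO with NR2E3 transfected cells and 100% = cells lacking NR2E3 construct; higher means lower luciferase signal from less NR2E3 corepressor binding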
KKLEB cytotox = cytotoxicity in KKLEB CF airway cells, primary screen, cytotoxicity control for CF NF-kB inhibitor project, cell-based, uHTS, fluorescence assay plates; KKLEB CF airway cells viability, ATPlite luminescence, overnight; stronger effect = lower value; cells stimulated with P. aeruginosa culture filtrate; activity change (cytotoxicity), % at 5 µM; actives 0.36% (n = 360,000);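 active = corrected activity change at or below -50% at 5 µM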
HIF-2a inh = HIF-2a reporter inhibitors, primary screen, luminescence, 786-0 RCC cells; 786-0 RCC cells HIF-2a reporter, luciferase luminescence, overnight; inhibition, % at 18.8 µM; actives 0.72% (n = 360,000); AID 624352, 2012;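 active = inhibition of the luminescence signal of 40% or more relative to plate controls, in a single-dose primary screen at 18.75 µM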
An asterisk follows results filed as active; . = not tested or not shown. The list is partial; rates above refer to the full screens.

Second line of a record: hiPSC survival | CF NFkB block | EBV LMP1 NFkB | TRPM1 prom inh | Shn3 inh set2 | C8 TRAIL sens | NR2E3 ag-1 | Peg3 promoter | NR2E3 ag-2 | KKLEB cytotox | HIF-2a inh
- Cc1cc(C(=O)Nc2ccccc2C(=O)O)c(C)o1
 : -0.6 | 12 | 1 | -1 | -9 | -2 | 5 | -6 | -38 | -4 | -1
- O=C(C1CCCCC1)N1CCCC(c2nc(-c3ccc(F)cc3)no2)C1 (centres undefined)
 : -2.3 | -5 | 3 | -2 | -5 | -2 | 1 | 7 | 19 | -3 | -13
- CN(CC(=O)NCc1ccc(F)cc1)S(=O)(=O)c1cccc2nsnc12
 : -0.8 | 8 | 4 | 8 | 7 | -1 | 1 | 3 | -19 | 7 | -5
- Nc1nc(F)cc(NCc2ccccc2)n1
 : -0.8 | -7 | -7 | 0 | 21 | -4 | 2 | -9 | -23 | 1 | -9
- Brc1cccc(CNCc2cccs2)c1
 : 3.4 | -1 | -4 | 4 | -11 | 4 | -3 | -32 | 3 | 3 | -25
- COc1cc(OC)cc(-c2c(-c3ccc(F)cc3)c3cc(-c4cnc(OC)nc4)ccc3n2C)c1
 : -1.3 | 22 | 8 | -1 | 15 | 30 | -1 | 40 | 3 | -23 | 11
- COc1cc(CN2CCC(CO)(CCOc3ccccc3)CC2)cc(OC)c1
 : -0.1 | 4 | 3 | -7 | -1 | -8 | 4 | 4 | 4 | 2 | -2
- N#CC1(NC(=O)CSc2nnc(-c3ccccc3F)n2N)CCCCC1
 : 0.3 | 13 | -6 | 8 | -15 | -6 | -1 | 1 | -1 | -5 | 3
- CC(/C=N/NC(=O)c1cccc(F)c1)=C\c1ccccc1
 : -0.5 | 4 | -34 | -45 | -81 | 48 | 1 | -251 | -244 | -18 | -193
- C=CCOC(=O)C1=C[C@H](c2ccc(Br)cc2)C[C@H](OCc2ccc(CO)cc2)O1
 : -4.0 | 20 | 1 | -19 | -4 | -4 | 5 | -10 | 2 | -6 | -5
- O=C(Cc1ccc([N+](=O)[O-])cc1)NCCS(=O)(=O)N1CCN(c2ccccc2)CC1
 : 4.2 | -16 | -3 | . | 10 | -7 | . | 16 | -23 | 7 | 10
- N#CCCN(Cc1ccccc1)C(C(=O)NC1CCCCC1)c1cc2ccccc2o1 (centres undefined)
 : -1.9 | -3 | . | . | 8 | 7 | . | 29 | -27 | -13 | -1
- CC1CCCCN1C(=O)CN1C(=O)NC2(CCCCC2C)C1=O (centres undefined)
 : 1.9 | 16 | -3 | 1 | -9 | -13 | 2 | 33 | -2 | -3 | 2
- Cc1ccc(Sc2ccc(NC(=O)CCl)cc2)cc1C
 : -6.0 | -23 | 0 | -2 | -8 | 27 | -3 | 49 | -9 | 0 | -67
- CCOC(=O)c1cc(=O)n(-c2ccc(Cl)cc2C)[nH]1
 : -1.4 | 4 | 5 | 7 | 14 | -1 | 0 | 22 | 6 | 6 | 9
- Cc1c(Cl)cccc1N=c1c([N+](=O)[O-])nn(-c2ccccc2)n1O
 : 5.9 | 2 | -18 | 19 | -12 | -1 | 1 | -43 | -21 | 8 | -33
- CC(=O)Oc1ccc(-n2c(=O)c3ccccc3c3ccccc3c2=O)cc1
 : -0.8 | 13 | -3 | 4 | 13 | 1 | 3 | 17 | 12 | -10 | 30
- O=C(c1cccnc1)N1CCN(C(=O)c2ccccc2F)CC1
 : -2.6 | 24 | -6 | 7 | 0 | 4 | 1 | 3 | -29 | 0 | 9
- O=C(O)c1ccccc1SCC(=O)N1CCCCC1
 : 4.2 | -3 | 3 | -12 | 1 | 10 | -2 | 6 | -10 | -2 | 13
- COc1ccc(-n2c(Cc3cccn3C)nnc2SCC(=O)N2CCCc3ccccc32)cc1
 : 0.4 | 3 | -6 | 1 | 0 | -5 | 2 | -6 | -8 | 9 | 9
- CCOC(=O)CN(C(=O)CSc1nnc(-c2ccc(OC)c(OC)c2)o1)c1ccccc1
 : 0.3 | -3 | 2 | 8 | 17 | 14 | 0 | 20 | -2 | 8 | 27
- CC(C)c1nnc(NC(=O)C2CCN(C(=O)c3ccco3)CC2)s1
 : 0.0 | 4 | 9 | 2 | -14 | 1 | 3 | 10 | -11 | -7 | 1
- Cc1cccc(NC(=O)CSc2nnc(Cn3nnc(-c4ccccc4)n3)n2-c2ccccc2)c1
 : 0.0 | -31 | -4 | 8 | 11 | -8 | -1 | -173 | -19 | 18 | -18
- CCCOC(=O)Oc1ccc2c(=O)c(Oc3cc(C)cc(C)c3)coc2c1
 : 25* | -7 | -4 | 8 | -13 | 3 | -2 | 1 | -40 | 8 | 1
- O=C(CN1c2ccccc2S(=O)(=O)c2ccccc21)Nc1ccccc1F
 : 0.0 | -1 | -11 | 1 | 0 | 2 | -3 | 3 | 13 | -8 | -5
- Cn1c(SCC(=O)NC(=O)Nc2ccccc2)nnc1-c1ccncc1
 : 0.5 | 5 | . | . | 3 | 3 | -5 | 0 | -18 | 11 | 6
- O=C(Cc1ccccc1)Nc1ccc(NC(=O)c2ccc(Br)cc2)cc1
 : 0.6 | -6 | 2 | 0 | 13 | 6 | 5 | 4 | -18 | -1 | 11
- CCOC(=O)c1[nH]c(C)c(C(=O)N2CCN(C(=O)c3ccco3)CC2)c1C
 : 7.2 | 10 | 0 | 2 | -12 | -1 | -1 | 2 | -14 | -8 | 15
- CC(C)CN(C(=O)C1CCCO1)C1CCS(=O)(=O)C1 (centres undefined)
 : 0.3 | -19 | 8 | 4 | 3 | -8 | 4 | -7 | -11 | 27 | 4
- Cc1ccc(Nc2nnc(-c3ccncc3)s2)c(Br)c1
 : -0.3 | 8 | 3 | 0 | -4 | -5 | 1 | -9 | -17 | -2 | 11
- Cc1cc(C(=O)NCc2ccccc2Cl)n(-c2ccccc2)n1
 : -0.7 | 12 | -4 | -5 | 5 | -4 | 3 | 0 | 31 | -1 | 15
- COc1cccc(OCCSc2nc(C)c(Cc3ccccc3)c(=O)[nH]2)c1
 : 0.1 | 8 | 3 | 8 | 2 | 2 | -1 | 23 | -50 | 7 | 18
- CCOC(=O)c1cc2c(C(F)(F)F)cc(-c3cccnc3)nc2o1
 : 1.3 | 3 | 12 | 13 | 3 | -1 | 2 | 4 | 18 | -2 | 15
- O=C(N/N=C/c1cccs1)c1n[nH]c2c1CCCC2
 : -0.8 | 11 | 68* | 57 | 59 | 74* | 1 | 78* | -118 | -7 | 47*
- Cc1cccc(-n2c(Cc3ccccc3)nnc2SCC(=O)N2CCOCC2)c1
 : 1.9 | -9 | -7 | 7 | -2 | -15 | -3 | 20 | 10 | 4 | 0
- COc1cc(/C=N/NC(=O)c2cccc(NC(=O)c3ccccc3)c2)ccc1O
 : 1.0 | -8 | -1 | 8 | -7 | -6 | 0 | -28 | 16 | -9 | -14
- N#C/C(=C/c1ccc(N2CCCCCC2)o1)c1ccc(F)cc1
 : -5.0 | -10 | -8 | 11 | 64 | 7 | -2 | -48 | 24 | 2 | 71*
- Clc1ccccc1-c1ccc2ncnc(NCc3cccs3)c2c1
 : -1.2 | -6 | -6 | -1 | -8 | 2 | . | 21 | 15 | 0 | 21
- Cc1nn(-c2cccc3cccnc23)c(=O)c2ccccc12
 : 2.0 | 6 | -9 | -8 | 5 | -8 | 3 | 6 | -13 | 8 | 4
- O=C(COC(=O)c1cc(Br)ccc1O)NCCC1=CCCCC1
 : -1.9 | 6 | 2 | . | -22 | -1 | . | 10 | 4 | -5 | 15
- CN(C)/C=C/C1=C([N+](=O)[O-])C(c2cccc([N+](=O)[O-])c2)NC(=O)N1 (centres undefined)
 : 1.2 | -17 | -1 | -9 | 13 | -16 | -2 | 7 | -4 | 7 | 7
- COc1ccccc1C(=O)Nc1ccnn1C1CCN(Cc2ccccc2OCCO)CC1
 : -0.1 | 32 | -10 | 17 | -1 | 11 | 1 | -4 | 12 | -39 | 14
- Cn1c(SCC(=O)C(C)(C)C)nnc1-c1ccccn1
 : 0.6 | 0 | -5 | -7 | 6 | -7 | -2 | -25 | -22 | 7 | -40
- Cc1ccc(NC(=O)C2CC(=O)N/C(=N/N=C/c3ccco3)S2)cc1 (centres undefined)
 : 1.0 | -3 | -8 | 0 | 7 | -7 | -1 | 12 | -9 | -2 | 14
- CCC[C@H](CN[C@@H](CNC)[C@H](C)CC)NCCc1cc(C(F)(F)F)cc(C(F)(F)F)c1
 : -4.7 | 13 | -17 | 103* | 58 | 88* | 2 | 99* | 6 | -49 | 12
- COc1ccc(C2=CC(c3cccc(OC)c3)n3nnnc3N2)cc1 (centres undefined)
 : 0.8 | -19 | 8 | -7 | 14 | -2 | 0 | -5 | -12 | 2 | -1
- COc1ccc(NC(=O)CCCNC(=O)Cn2cnc3sc(C)c(C)c3c2=O)cc1Cl
 : 1.5 | 0 | -16 | -4 | 8 | 10 | 0 | 4 | -8 | -5 | 9
- COCCN1C=C(C(=O)OC)C(c2ccccc2Cl)C(C(=O)OC)=C1
 : 1.1 | 0 | 7 | 3 | -3 | 1 | 3 | 7 | 7 | -3 | 7
- Cc1cc(O)c(-c2ccno2)cc1Cl
 : 1.8 | 20 | 3 | -17 | 1 | -10 | 2 | 0 | -11 | 5 | 15
- O=C(O)C(c1ccccc1)N1C(=O)/C(=C\c2ccc(-c3ccc(Br)cc3)o2)SC1=S (centres undefined)
 : -0.5 | -58 | -4 | 14 | -5 | 4 | . | 17 | -6 | 17 | 6
- O=C(COC(=O)c1cc([N+](=O)[O-])ccc1N1CCOCC1)c1ccccc1Cl
 : -0.3 | -21 | 15 | 0 | 8 | -3 | 1 | -5 | -16 | 0 | 4
- O=C(Nc1ccc(S(=O)(=O)Nc2nccs2)cc1)C1CC(=O)N(c2ccc(Cl)cc2)C1 (centres undefined)
 : -0.1 | -4 | -6 | . | -6 | -11 | 0 | 5 | -35 | 6 | 9
- COc1ccc2o/c(=N\O)c(C(=O)Nc3ccccc3OC)cc2c1
 : -1.8 | 8 | -1 | 32 | -14 | -8 | 1 | -20 | -65 | -2 | -42

Compound profiles (already shown). Screens in order: hiPSC survival, CF NFkB block, EBV LMP1 NFkB, TRPM1 prom inh, Shn3 inh set2, C8 TRAIL sens, NR2E3 ag-1, Peg3 promoter, NR2E3 ag-2, KKLEB cytotox, HIF-2a inh
`O=C(O)C(c1ccccc1)N1C(=O)/C(=C\c2ccc(-c3ccc(Br)cc3)o2)SC1=S` (centres undefined) as listed: -0.5, -58, -4, 14, -5, 4, ., 17, -6, 17, 6
`COc1ccc(NC(=O)CCCNC(=O)Cn2cnc3sc(C)c(C)c3c2=O)cc1Cl` as listed: 1.5, 0, -16, -4, 8, 10, 0, 4, -8, -5, 9

From PubChem BioAssay
